H9c2 protect: myocardial damage modulation in H9c2 cells. H9c2 cardiomyocytes, H2O2 injury protection, ATPLite, 2 h. protection from H2O2 cell death, % at 20 µM. 360,000 compounds, 0.63% hits;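 active = compounds giving at least 50% protection of heart cells from peroxide-induced death in the single-dose screen, raw or plate-pattern-corrected value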;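 note: 0% = DMSO wells with peroxide and 100% = DMSO wells without peroxide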
ABHD5-PLIN5 inh: inhibitors of human ABHD5-perilipin-5 interaction; Q00G26+Q8WTS1; Split G. princeps luciferase complementation, luminescence, 4 h; inhibition, % at 4 µM; 360,000 compounds, 0.78% hits;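 active = inhibition above the mean inhibition across every tested compound plus 3 SD, cut at about 22% in these data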;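 note: 0% = DMSO only wells and the 100% control is not disclosed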
ABCB6 inh MLPCN: blocks the human ABCB6 transporter; Q9NP58; K562-ABCB6 porphyrin accumulation, flow cytometry, 1 h; stronger effect = lower value; fluorescence ratio to DMSO, % at 10 µM; 360,000 compounds, 0.19% hits;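 active = fluorescence ratio to DMSO below 75%, the collection mean minus 3 SD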;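 note: signal is porphyrin accumulated inside mitochondria; 100% equals median channel fluorescence of DMSO control wells; lower ratio means ABCB6 inhibition with less porphyrin fluorescence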
HTR2A ag: activates the mouse 5-HT2A serotonin receptor | P35363 | CHO-K1 mHTR2A beta-arrestin complementation, luminescence; percent of 30 µM serotonin response | activation, % at 7.6 µM | 360,000 compounds, 0.66% hits;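 active = activation above a run cutoff, the mean activation of all tested compounds plus 3 SD, cut at about 14% in these data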;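 note: 0% = plate median of compound wells and 100% = 30 µM serotonin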
Target sequence (P35363 whole entry, looked up): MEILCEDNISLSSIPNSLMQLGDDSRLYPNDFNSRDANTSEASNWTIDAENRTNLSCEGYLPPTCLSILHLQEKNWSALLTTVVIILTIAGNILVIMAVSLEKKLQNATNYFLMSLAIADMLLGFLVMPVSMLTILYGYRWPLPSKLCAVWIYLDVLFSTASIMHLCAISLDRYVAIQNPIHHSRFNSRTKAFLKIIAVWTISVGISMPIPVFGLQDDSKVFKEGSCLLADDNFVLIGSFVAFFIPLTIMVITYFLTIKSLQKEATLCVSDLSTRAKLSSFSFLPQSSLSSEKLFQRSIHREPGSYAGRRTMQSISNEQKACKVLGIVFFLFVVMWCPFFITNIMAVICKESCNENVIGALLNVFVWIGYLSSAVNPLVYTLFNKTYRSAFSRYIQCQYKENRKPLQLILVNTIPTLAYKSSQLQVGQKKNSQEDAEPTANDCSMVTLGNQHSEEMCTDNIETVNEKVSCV
Exocytosis inh: lytic granule exocytosis inhibition. inhibition, % at 10 µM. 360,000 compounds, 0.66% hits. TALL-104 LAMP-1 surface exposure, flow cytometry; cells stimulated with thapsigargin and PMA;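 active = inhibition above about 55%, limit read from the data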
MC4R barr agon: agonists of human melanocortin 4 receptor (MC4R) beta-arrestin. 360,000 compounds, 0.98% hits. U2OS MC4R beta-arrestin complementation, luminescence; percent of melanotan II response, DMSO zero. activation, % at 8.9 µM;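 active = activation above a per-plate cutoff, the mean activation of sample wells on that plate plus 3 SD, cut at about 8% in these data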
Target sequence (P32245 whole entry, looked up): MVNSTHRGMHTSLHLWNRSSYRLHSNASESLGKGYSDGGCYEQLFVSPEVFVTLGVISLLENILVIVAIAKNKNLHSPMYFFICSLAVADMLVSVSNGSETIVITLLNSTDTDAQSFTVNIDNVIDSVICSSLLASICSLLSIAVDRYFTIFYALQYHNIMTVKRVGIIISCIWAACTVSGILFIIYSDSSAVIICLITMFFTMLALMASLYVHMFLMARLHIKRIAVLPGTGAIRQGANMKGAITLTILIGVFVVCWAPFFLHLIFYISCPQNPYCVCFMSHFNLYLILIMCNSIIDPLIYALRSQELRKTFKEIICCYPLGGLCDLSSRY
MC4R antagonist: human MC4R antagonism in cAMP assay; MC4R-expressing cells, MTII-stimulated cAMP, LANCE TR-FRET; inhibition, % at 6.5 µM; 360,000 compounds, 0.48% hits; P32245;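 active = inhibition above its plate's cutoff, the mean of tested wells on that plate plus 3 SD, cut at about 29% in these data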;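 note: 0% = Melanotan II alone and 100% = Melanotan II plus saturating MCL0020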
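System: U2OS cells stably expressing human melanocortin 4 receptor (MC4R). Reagent: Melanotan II challenge after compound preincubation. Doses: 6.5 µM. Times: 30-min compound, 1-h challenge, 1-h detection, room temperature. Measured by: TR-FRET with Eu-cAMP and labeled anti-cAMP, 671 nm. Replicates: singlicate.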
aDG glyco act: alpha-DG glycosylation activation | 360,000 compounds, 0.22% hits | Pro5-aDG cells, alpha-DG glycosylation AlphaScreen (IIH6); 0% Pro5, 100% B10-LARGE cell signal | activation, % at 10 µM;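 active = activation of at least 8% versus controls, or a plate z-score of at least 8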;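 note: Pro5 are CHO cells carrying HIG-tagged alpha-DG that lacks glycosylation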
hiPSC survival: increases survival of single human iPS cells | 360,000 compounds, 0.044% hits | hiPSC single-cell survival, ATPlite luminescence; 100% = ROCK inhibitor wells, 0% = DMSO | survival enhancement, % at 20 µM | AID 602274; in the data active = survival enhancement above about 18%;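 note: cells exposed to compounds for 16 hours before the ATP read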
N-glyco inh: N-linked glycosylation inhibition; D54 ERlucT glycosylation luciferase reporter, 24 h; percent of 100 nM tunicamycin response; reporter increase, % at 12.5 µM; 360,000 compounds, 0.23% hits; AID 588692;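 active = mean luciferase reporter signal, scaled so untreated is 0 and the glycosylation-blocking control 100, at or above a set limit in every replicate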;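 note: luciferase carries N-glycosylation sites so blocking glycosylation raises the light; 0% = median of neutral control wells and 100% = median of 100 nM tunicamycin wells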
* hit, by the source's call; . = not tested or not shown.

SMILES	H9c2 protect	ABHD5-PLIN5 inh	ABCB6 inh MLPCN	HTR2A ag	Exocytosis inh	MC4R barr agon	MC4R antagonist	aDG glyco act	hiPSC survival	N-glyco inh
O=C(Nc1cccc(C(=O)N2CCCCC2)c1)c1ccccc1Br	6	1	101	2	0	-1.5	9	-0.4	-0.6	-2
CC1CC(C)(C)NC(=S)N1CCCC(=O)N1CCN(c2ccc(F)cc2)CC1 (stereo not drawn)	-2	-1	96	3	-3	-2.2	-3	0.6	1.5	2
O=C(O)C1C2C=CC3(CN(Cc4ccccn4)C(=O)C13)O2 (stereo not drawn)	-6	-3	95	0	0	-1.4	8	-0.5	2.2	0
CCOC(=O)N1CCN(CC(O)COc2ccccc2C(C)CC)CC1 (stereo not drawn)	-1	-7	98	-3	1	-0.9	5	-0.1	1.4	0
COc1ccc(NC(=O)CCNS(=O)(=O)c2ccc3[nH]c(=O)oc3c2)cc1Cl	-1	-5	105	22*	2	0.9	2	0.4	-0.5	1
COc1cccc(NC(=O)COC(=O)CCSc2ccccc2)c1	4	5	105	2	-2	-0.8	13	0.0	5.5	0
COc1ccc(/C=N/Nc2ncnc3c2[nH]c2ccc(C)cc23)c(OC)c1OC	6	3	92	0	2	1.4	14	0.5	-0.5	-13
CC(C)N(Cc1nc(-c2ccccc2)no1)C(=O)C(C)(C)C	-2	1	100	3	1	-1.0	4	0.0	2.1	-1
C[C@@H]1C=C(C(=O)NC2CC2)O[C@H](OCc2ccc(CO)cc2)C1	3	4	97	-3	2	-0.8	-4	0.4	-0.7	-1
CC(C)c1ccccc1OCC(O)CN(CC(O)COc1cccc2ccccc12)C(C)C (stereo not drawn)	-21	8	99	-11	73*	6.4	9	0.2	-0.7	-10
CCOc1ccc(NC(=O)CCC(=O)NNC(=O)Nc2ccc(Cl)cc2)cc1	1	3	97	7	-1	-1.6	-5	0.0	-0.8	1
CCOCCCNC(=O)C(c1ccc(Cl)cc1)N(Cc1ccc2c(c1)OCO2)C(=O)CNC(C)=O (stereo not drawn)	1	3	96	0	-1	-1.4	3	0.0	1.5	1
COc1cccc(C(=O)COC(=O)c2cccs2)c1	-8	-13	97	5	1	-4.4	1	-0.1	-0.4	2
COc1cccc(Oc2nc(-c3ccncc3)nc3ccccc23)c1	-4	-3	98	1	41	-0.8	2	-0.2	-0.2	8
COC(=O)c1ccc(OCC(O)CN(CCO)CCO)cc1 (stereo not drawn)	3	-1	95	1	0	-0.6	2	-0.1	1.8	4
Cc1cc(OCCn2ccnc2)cc(C(C)C)c1	-4	-1	76	1	0	-1.9	4	0.3	2.2	2
Cc1ccc(OCC(=O)Nc2ccc(S(=O)(=O)Nc3ccccn3)cc2)c(C)c1	-6	-16	101	-3	4	0.6	-1	-0.2	-1.1	1
COc1ccc(OCCCNCCc2ccccc2)cc1	-6	4	100	0	-1	0.7	4	0.5	0.4	3
CC1=C(CC(=O)O)c2cc(F)ccc2/C1=C\c1ccc(S(C)=O)cc1 (stereo not drawn)	4	5	96	2	-4	0.2	-1	-0.1	-1.7	0
CCCCOc1ccc(C(=O)N/C(=C\c2cccc([N+](=O)[O-])c2)C(=O)OC(C)C)cc1	-11	-1	96	-2	-6	3.9	12	0.1	-3.6	-7
COc1ccccc1NC(=O)COc1ccc(/C=N/n2cnnc2)cc1OC	29	-1	98	-3	-1	-1.6	-1	0.1	-0.1	-2
CCOC(=O)C1(Cc2ccc(Cl)cc2)CCN(Cc2cnc(N)nc2)CC1	-7	4	103	-4	2	-0.5	10	0.3	-1.1	0
CCN1C(=O)[C@H]2[C@@H](c3ccc(OC)cc3)N[C@]3(CCCN(Cc4ccc(OC)cc4)C3=O)[C@H]2C1=O	4	4	97	5	1	-3.3	-3	0.0	6.2	0
N#Cc1nc(-c2ccc(OCc3ccc(Cl)cc3)cc2)oc1N1CCC(C(N)=O)CC1	-9	1	97	2	13	0.0	5	0.2	-3.1	-1
CC(C)NC(=O)c1cc(C2CCCCN2S(=O)(=O)c2ccccc2)on1 (stereo not drawn)	2	-8	99	1	2	-1.3	10	0.4	-3.6	1
O=C1NC[C@H](CCCCN2C[C@H](Cc3ccccc3)N(CCC3CCCCC3)C(=O)C2=O)N(Cc2ccccc2)C1=O	.	-3	96	-4	12	.	.	-0.1	0.3	.
COc1cccc(-c2cc(C(=O)Nc3cccc(O)c3)no2)c1	-16	-2	99	-5	2	3.1	5	-0.1	-4.3	-18
COc1ccc(-n2c(SC3CCOC3=O)nc3ccccc3c2=O)cc1Cl (stereo not drawn)	-4	2	95	7	0	2.5	20	0.6	2.0	4
Fc1ccc(N2N=C(c3cccs3)CC2c2ccco2)c(F)c1 (stereo not drawn)	-9	-11	87	12	3	1.9	1	0.4	-1.6	-5
Cc1cc(=O)[nH]c(N/N=C/c2c(C)nn(-c3ccccc3)c2Cl)n1	37	2	94	1	4	0.8	22	0.3	0.5	-3

Overlap with the part before: five entries, then new ones.
SMILES	H9c2 protect	ABHD5-PLIN5 inh	ABCB6 inh MLPCN	HTR2A ag	Exocytosis inh	MC4R barr agon	MC4R antagonist	aDG glyco act	hiPSC survival	N-glyco inh
O=C1NC[C@H](CCCCN2C[C@H](Cc3ccccc3)N(CCC3CCCCC3)C(=O)C2=O)N(Cc2ccccc2)C1=O	.	-3	96	-4	12	.	.	-0.1	0.3	.
COc1cccc(-c2cc(C(=O)Nc3cccc(O)c3)no2)c1	-16	-2	99	-5	2	3.1	5	-0.1	-4.3	-18
COc1ccc(-n2c(SC3CCOC3=O)nc3ccccc3c2=O)cc1Cl (stereo not drawn)	-4	2	95	7	0	2.5	20	0.6	2.0	4
Fc1ccc(N2N=C(c3cccs3)CC2c2ccco2)c(F)c1 (stereo not drawn)	-9	-11	87	12	3	1.9	1	0.4	-1.6	-5
Cc1cc(=O)[nH]c(N/N=C/c2c(C)nn(-c3ccccc3)c2Cl)n1	37	2	94	1	4	0.8	22	0.3	0.5	-3
Cc1ccc(Cl)cc1NC(=O)NCCN1CCCCC1	2	-3	101	-4	0	0.9	-2	0.0	0.2	0
CC1CCN(C(=O)CNC(=O)Cn2ccc3ccccc3c2=O)CC1	-2	-3	98	2	8	-0.5	5	-0.1	1.2	1
COC(=O)Cc1c(CSc2ccccc2)oc2ccc(O)c(CN(C)C)c12	4	2	96	-7	58*	-2.4	5	0.0	-0.1	-4
Cc1nc(NCCNC(=O)c2ccco2)c2c(C)c(C)sc2n1	-21	1	97	-2	1	-0.1	-7	0.9	-0.9	3
c1ccc(Oc2nc(-c3cccnc3)nc3ccccc23)cc1	12	4	92	-7	83*	0.2	-1	0.1	-0.3	-2
Cc1csc(SCC(=O)c2cc(C)n(Cc3cccs3)c2C)n1	-38	5	97	-3	-2	0.3	9	2.7	-3.9	-17
CC(=O)Nc1cccc(Oc2ccc3c(c2)C(=O)N(CCC(=O)O)C3=O)c1	7	-4	101	-1	-3	1.4	4	-0.3	-0.5	3
O=c1[nH]c2cc(C(F)(F)F)ccc2n1-c1cc(C(F)(F)F)ccc1O	-24	-7	108	15*	-6	10*	-7	0.8	1.4	-1
O=C(CCC(=O)N(CC(=O)NC1CCCC1)c1ccccc1F)Nc1nccs1	3	-4	97	5	7	-0.2	7	0.0	-0.3	2
Cc1cc2ncc(S(=O)(=O)C(C)(C)C)c(N)n2n1	-2	4	94	2	-4	-1.9	-3	-0.4	-0.5	1
CC1CC1C(=O)OCC(=O)Nc1cccc(S(=O)(=O)NC2=NCCCCC2)c1 (stereo not drawn)	-4	-6	97	-6	-7	-3.8	-2	-0.1	0.1	2
CC(C(=O)N1CCc2ccccc21)N1CCN(Cc2ccccc2)CC1 (stereo not drawn)	0	12	86	-4	21	1.6	-1	-0.1	-0.3	1
O=C(O)C(O)(c1ccccc1)C(O)c1ccccc1 (stereo not drawn)	10	0	90	9	1	-2.2	-3	0.0	1.3	0
CCCCC(=O)Nc1ccc(C(=O)Nc2cc(C(F)(F)F)ccc2Cl)cc1	-7	-8	103	-2	2	-2.4	3	0.7	2.9	-1
CC(C)Cc1nnc(NC(=O)CCC(=O)NCCc2ccccc2)s1	1	-10	83	4	-1	2.7	3	-0.1	0.8	0
Cc1ccc2c(CNCc3ccccc3)cc(=O)oc2c1	-3	-4	103	-7	-10	1.1	-7	0.0	-0.7	29*
O=C(Nc1ccccc1C(=O)Nc1ccc(Br)cn1)c1ccccc1Cl	-2	6	98	2	11	-0.8	-1	-0.1	0.0	-8
COCCNC(=O)c1ccc(CS(=O)(=O)c2ccccc2)o1	0	9	99	1	3	0.1	-1	-0.4	4.9	4
O=C(C1CC(=O)N(c2ccccc2)C1)N1CCC(c2nc3ccccc3[nH]2)CC1 (stereo not drawn)	6	-3	102	-6	-5	-1.0	15	0.0	0.4	2
Cc1ccc(C(=O)CSc2nnc(-c3ccccc3)n2-c2ccccc2)o1	14	0	100	6	2	0.6	13	0.1	-0.1	-2
O=C(COC(=O)c1ccc([N+](=O)[O-])o1)NCc1ccccc1	16	6	100	10	-5	-0.4	-1	-0.1	4.1	0
COc1cccc(CNC23CC4CC(CC(C4)C2)C3)c1OCc1ccccc1	-27	9	95	3	18	7.3	4	0.0	-0.6	-6
N#Cc1cccnc1N1CCN(C(=O)c2ccc3c(c2)S(=O)(=O)c2ccccc2C3=O)CC1	26	9	91	3	4	1.3	0	0.1	-2.2	-1
CCOC(=O)CSc1nnc(CSc2nc3sc4c(c3c(=O)[nH]2)CCC4)n1-c1ccccc1	47	3	91	1	3	-0.3	14	0.0	4.3	-2
Fc1ccc(CNCc2ccc3c(c2)OCO3)cc1	-2	4	102	0	-3	0.3	-5	0.1	-0.4	0
COc1ccc(-c2nnc3sc(-c4cccs4)nn23)cc1OC	15	4	94	4	-1	-0.9	-14	-0.2	-0.1	-1
Cn1nc(C(=O)N2CCN(S(=O)(=O)c3ccccc3)CC2)c2ccccc2c1=O	-15	1	85	-1	-1	-0.2	5	0.0	2.5	-1
Cc1nc2ccccc2nc(C)c1=NO	-1	-1	94	-2	0	0.4	-1	-0.2	1.8	2
Cc1cccc(N=C(NO)c2nonc2N)c1	-1	4	104	-2	4	3.2	-5	0.1	-0.5	0
COc1ccc(CNC(=O)CN(c2cccc(OC)c2)S(C)(=O)=O)cc1	3	-2	98	-4	3	0.3	7	-0.1	3.2	-2
Cc1ccccc1Cn1nc(C)c(NC(=O)c2noc3c2CCc2ccccc2-3)c1C	-10	-1	94	8	0	-1.0	12	-0.1	0.5	-2
COC(=O)c1ccccc1NC(=O)CC(=O)Nc1ccccc1C(=O)OC	2	-1	102	-5	-12	-1.2	2	0.1	-0.8	-1
CCOC(=O)CCSCC(=O)N1N=C(c2cccs2)CC1c1ccc(C)cc1 (stereo not drawn)	-5	3	98	4	0	2.0	2	0.1	1.6	1
COc1cc(/C=N/N=C2/NC(=O)C(CC(=O)O)S2)ccc1OCc1ccc(Cl)cc1 (stereo not drawn)	2	1	97	2	-2	-1.4	20	0.1	-1.6	-2
O=C(NCC1CCCO1)c1cccs1 (stereo not drawn)	3	17	101	-1	-3	1.2	-5	-0.1	-1.9	0
